Bioassay records as filed in PubChem BioAssay.
IDE exosite inh = exo-site inhibitors of human IDE, primary screen, biochemical, fluorescence anisotropy, probe displacement. purified IDE, FL-6b probe fluorescence polarization; active compounds read low. z-score at 20 µM. 17,000 compounds, 6.3% hits;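 active means z-score of -3 or lower, meaning strong loss of probe binding signal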;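 further: His-tagged human IDE residues 42-1019 made in E. coli with 30 nM FL-6b probe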
Target sequence (P14735 42-1019 limits assumed): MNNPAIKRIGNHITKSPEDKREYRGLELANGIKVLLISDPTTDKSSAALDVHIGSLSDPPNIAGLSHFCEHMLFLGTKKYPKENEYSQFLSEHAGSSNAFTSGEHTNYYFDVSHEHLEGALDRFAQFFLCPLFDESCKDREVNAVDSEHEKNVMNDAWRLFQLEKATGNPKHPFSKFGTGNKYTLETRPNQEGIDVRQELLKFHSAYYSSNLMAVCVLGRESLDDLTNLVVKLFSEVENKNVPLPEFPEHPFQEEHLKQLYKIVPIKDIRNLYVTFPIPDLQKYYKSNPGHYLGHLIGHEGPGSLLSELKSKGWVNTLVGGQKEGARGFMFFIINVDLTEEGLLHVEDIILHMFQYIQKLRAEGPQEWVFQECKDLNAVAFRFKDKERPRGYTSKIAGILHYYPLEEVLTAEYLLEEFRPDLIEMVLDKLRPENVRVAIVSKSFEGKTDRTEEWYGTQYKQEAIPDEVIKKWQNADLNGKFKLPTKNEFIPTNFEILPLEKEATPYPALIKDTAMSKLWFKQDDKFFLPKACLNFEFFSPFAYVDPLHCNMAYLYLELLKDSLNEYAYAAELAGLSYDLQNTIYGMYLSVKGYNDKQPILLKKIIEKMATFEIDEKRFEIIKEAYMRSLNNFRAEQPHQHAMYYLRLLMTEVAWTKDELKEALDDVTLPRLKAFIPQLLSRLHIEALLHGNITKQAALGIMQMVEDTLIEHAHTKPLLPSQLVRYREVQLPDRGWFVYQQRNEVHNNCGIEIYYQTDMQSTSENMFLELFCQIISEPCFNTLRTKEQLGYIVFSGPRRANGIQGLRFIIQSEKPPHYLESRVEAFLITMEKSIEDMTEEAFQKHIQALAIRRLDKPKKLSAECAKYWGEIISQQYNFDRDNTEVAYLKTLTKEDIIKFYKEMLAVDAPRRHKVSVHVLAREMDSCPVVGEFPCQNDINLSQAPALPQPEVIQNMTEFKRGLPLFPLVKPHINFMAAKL
Starred values were filed as active, the others as inactive; & = joins results of further samples. Some of the compounds tested; the hit share may differ from the screen's.

| IDE exosite inh | SMILES |
| --- | --- |
| -0.271 | COC(=O)C[C@@H]1C[C@@H]2c3cc(NC(=O)c4ccc5c(c4)OCO5)ccc3O[C@@H]2[C@@H](CO)O1 |
| 2.74 | O=C(CC(F)(F)F)N1C[C@@H]2[C@H](c3ccccc31)[C@H](CO)N2C(=O)C1CCCCC1 |
| -0.856 | O=C(NC1CCCC1)N1CCCCN2[C@H](C1)[C@H](c1ccc(-c3cncnc3)cc1)[C@@H]2CO |
| -0.149 | CN(C)C(=O)c1cccc(-c2ccc([C@H]3[C@@H](CO)N4CCCCN(CC5CCOCC5)C[C@@H]34)cc2)c1 |
| 2.87 | O=C(c1ccccc1)N1CC(=O)N2[C@@H](CO)[C@@H](c3ccc(C#CCC4CCCC4)cc3)[C@@H]2C1 |
| 2.67 | O=C(Nc1ccc(F)cc1)N1C[C@@H]2[C@H](c3ccccc31)[C@@H](CO)N2C(=O)c1ccncc1 |
| 1.35 | CS(=O)(=O)N1CC(=O)N2[C@H](C1)[C@@H](c1ccc(C#CCC3CCCC3)cc1)[C@@H]2CO |
| -0.191 | CO[C@H]1CC[C@H]2CCOc3c(C#N)cccc3C(=O)N(C)C[C@@H](c3ccccc3)CC(=O)N(C)C[C@H]1O2 |
| 0.971 | O=C(Cc1ccccn1)N1CC(=O)N2[C@@H](CO)[C@@H](c3ccc(C#CC4CCCCC4)cc3)[C@@H]2C1 |
| 3.71 | C[C@H](O)C#Cc1ccc([C@@H]2[C@H](CO)N3CCCCN(C(=O)c4cccc(F)c4)C[C@@H]23)cc1 |
| -0.859 | CCCNC(=O)N(C)C[C@@H]1Oc2cc(C#C[C@@H](C)O)ccc2S(=O)(=O)N([C@@H](C)CO)C[C@@H]1C |
| -0.319 | O=C(CCN1CCCCC1)N[C@@H]1CC[C@H](CC(=O)N2CCC(Cc3ccccc3)CC2)O[C@H]1CO |
| 2.84 | OC[C@H]1[C@@H](c2ccc(Br)cc2)[C@H]2CN(Cc3cncnc3)CCCCN21 |
| 0.801 | CN1C(=O)c2cc(NS(=O)(=O)CC(F)(F)F)ccc2OC[C@H]2O[C@@H](CC(=O)NCc3ccc(Cl)c(Cl)c3)CC[C@@H]21 |
| 4.57 | COCC(=O)N1[C@H](CO)[C@H](c2ccccc2C2=CCCCC2)[C@@H]1C#N |
| 0.863 | COc1ccc(-c2ccc([C@@H]3[C@@H](CO)N4C(=O)CN(C(=O)NC(C)C)C[C@@H]34)cc2)cc1 |
| 1.16 | Cc1noc(C)c1NC(=O)N(C)C[C@@H]1OCCCC[C@@H](C)Oc2ccc(NC(=O)Nc3ccc(C(F)(F)F)cc3)cc2C(=O)N([C@H](C)CO)C[C@H]1C |
| -0.582 | CCCC#Cc1ccc([C@@H]2[C@H](CO)N3C(=O)CN(C(=O)Cc4cccnc4)C[C@@H]23)cc1 |
| 0.819 | O=C(C[C@@H]1C=C[C@@H](NC(=O)Cc2ccccn2)[C@@H](CO)O1)NCCc1ccncc1 |
| -1.05 | O=C(C1CCOCC1)N1CC(=O)N2[C@@H](CO)[C@H](c3ccc(-c4ccccc4F)cc3)[C@@H]2C1 |
| -1.51 | C[C@@H]1CN([C@H](C)CO)C(=O)c2c(c3ccccc3n2C)-c2ccccc2CO[C@@H]1CN(C)C(=O)[C@@H](Cc1ccccc1)N(C)C |
| 0.644 | COc1ccc2c3c(n(C)c2c1)[C@H](CO)N(Cc1ccc(Cl)cc1)CC31CCN(CC2CC2)CC1 |
| -0.0895 | O=C(C1CCCCC1)N1CC(=O)N2[C@H](C1)[C@@H](c1ccc(C#Cc3cccc(F)c3)cc1)[C@@H]2CO |
| 2.33 | O=C(Nc1ccccc1)N1CC(=O)N2[C@@H](CO)[C@@H](c3ccc(C#CC4CC4)cc3)[C@@H]2C1 |
| 5.86 | COCCN(C[C@@H]1[C@@H](c2ccccc2)[C@H](CO)N1C(C)=O)C(=O)c1ccncc1 |
| 1.31 | CS(=O)(=O)N1[C@@H](C#N)[C@H](c2ccc(C#CC3CC3)cc2)[C@@H]1CO |
| 0.175 | O=C(C1CC1)N1CC[C@@H]2[C@H]1c1cc(Br)ccc1N[C@@H]2CO |
| -8.38* | COCC(=O)N1CCCCN2[C@H](CO)[C@H](c3ccc(C#Cc4ccccc4)cc3)[C@@H]2C1 |
| 3.73 | CC(=O)N1[C@@H](CO)[C@@H](c2ccccc2)[C@@H]1CN(C(=O)c1cccc(F)c1)C(C)C |
| 0.531 | COCC(=O)N1[C@@H]2CN(C(=O)Nc3ccccc3Cl)c3ccccc3[C@@H]2[C@@H]1CO |
| -3.66* | N#C[C@H]1[C@@H](c2ccc(C#Cc3ccccc3F)cc2)[C@@H](CO)N1C(=O)C1CCOCC1 |
| 0.362 | O=C(C[C@H]1C[C@H]2c3cc(NS(=O)(=O)c4ccccc4)ccc3O[C@H]2[C@@H](CO)O1)N1CCOCC1 |
| 0.545 | COc1ccccc1C#Cc1ccc2c(c1)[C@H]1[C@H](CCN1S(=O)(=O)c1cn(C)cn1)[C@@H](CO)N2 |
| -0.576 | Cc1ccccc1S(=O)(=O)N1C[C@H](O)COC[C@H]2O[C@H](CC(=O)N3CCCCC3)CC[C@@H]21 |
| -0.305 | C/C=C/c1ccc([C@@H]2[C@@H](CO)N(C(=O)CN3CCOCC3)[C@H]2C#N)cc1 |
| 0.0955 | O=C(C[C@H]1CC[C@H]2NC[C@H](O)COC[C@@H]2O1)NCCc1ccncc1 |
| 1.65 | CN(C[C@@H]1N[C@H](CO)[C@@H]1c1ccc(-c2cccc(F)c2)cc1)C(=O)C1CCC1 |
| -0.473 | CN1CCN(C(=O)C[C@H]2CC[C@H]3[C@H](COc4ccc(NC(=O)C5CCOCC5)cc4C(=O)N3C)O2)CC1 |
| 0.645 | COc1cccc(-c2ccc([C@H]3[C@@H](CO)N4CCCCN(C(=O)c5ccc6c(c5)OCO6)C[C@@H]34)cc2)c1 |
| 0.603 | O=C(C[C@@H]1C[C@@H]2c3cc(NS(=O)(=O)c4ccc(F)cc4)ccc3O[C@@H]2[C@H](CO)O1)NCc1cccnc1 |
| -0.716 | N#Cc1ccc(-c2ccc([C@@H]3[C@@H]4CN(S(=O)(=O)Cc5ccccc5)C[C@H]3N4)cc2)cc1 |
| -2.28 | O=C(Cc1cccnc1)N1CC(=O)N2[C@H](CO)[C@H](c3ccc(C#CC4CCCCC4)cc3)[C@@H]2C1 |
| 3.36 | CCC(=O)N1[C@H](CO)[C@@H]2c3ccccc3N(S(=O)(=O)c3ccc(F)cc3)C[C@@H]21 |
| 6.66 | N#C[C@H]1[C@@H](c2ccc(C3=CCCCC3)cc2)[C@H](CO)N1C(=O)Cc1ccncc1 |
| 1.61 | C[C@@H]1CC=CCCNC(=O)[C@@H](Cc2ccccc2)N(C)C(=O)c2ccccc2O1 (mixture of isomers) |
| 1.5 | N#Cc1ccc(-c2ccc([C@H]3[C@H]4CN(C(=O)C5CCCC5)CC(=O)N4[C@H]3CO)cc2)cc1 |
| 2.74 | CNC[C@H]1OCCCC[C@@H](C)Oc2ccc(NS(=O)(=O)c3ccc(F)cc3)cc2C(=O)N([C@@H](C)CO)C[C@@H]1C |
| -0.735 | CC(C)C#Cc1ccc([C@H]2[C@@H](C#N)N(C(=O)C3CC3)[C@@H]2CO)cc1 |
| 2.19 | O=C(C1CCCC1)N1CC(=O)N2[C@H](C1)[C@H](c1ccc(C#CC3CCCC3)cc1)[C@@H]2CO |
| 1.07 | O=C(c1ccccc1)N1CC(=O)N2[C@H](C1)[C@H](c1ccc(C#CC3CC3)cc1)[C@@H]2CO |

(cont.)
| IDE exosite inh | SMILES |
| --- | --- |
| 5.3 | OC[C@@H]1[C@@H](c2ccc(-c3ccc(F)cc3)cc2)[C@H]2CN(Cc3ccncc3)CCCCN12 |
| 0.088 | CO[C@H]1CN(C)C(=O)c2ccc(NS(=O)(=O)c3c(C)noc3C)cc2OC[C@H](C)NC[C@H]1C |
| 0.512 | N#Cc1ccc(-c2ccc3c(c2)[C@H]2[C@H](CCN2C(=O)C2CCCCC2)[C@H](CO)N3)cc1 |
| 0.342 | CC(C)(C)[S@@](=O)N1Cc2cc(C(=O)N3CCOCC3)nc(-c3cccc(-c4ccc(C#N)cc4)c3)c2[C@H]1CCO |
| -0.572 | N#Cc1cccc(-c2ccc([C@@H]3[C@@H](CO)N4CCCCN(Cc5ccccc5F)C[C@H]34)cc2)c1 |
| 4.14 | C/C=C/c1ccc([C@H]2[C@@H](CO)N(C(C)=O)[C@@H]2CN(C(=O)COC)C(C)C)cc1 |
| 0.179 | CN1C(=O)c2cc(NC(=O)c3cscn3)ccc2OC[C@H]2O[C@H](CC(=O)N3CCOCC3)CC[C@H]21 |
| -0.649 | C/C=C/c1ccccc1[C@@H]1[C@H](C#N)N(C(C)=O)[C@H]1CO |
| 1.13 | O=C(c1cccc(F)c1)N1CCCCN2[C@H](CO)[C@@H](c3ccc(-c4cncnc4)cc3)[C@H]2C1 |
| 5.15 | N#C[C@@H]1[C@@H](c2ccc(-c3cccc(F)c3)cc2)[C@@H](CO)N1S(=O)(=O)c1cccc(F)c1 |
| -0.262 | CCC(=O)N1[C@H](CO)[C@@H](c2ccccc2)[C@H]1CN(C)C(=O)CN1CCOCC1 |
| 0.635 | COCC(=O)N1[C@H](CO)[C@H](c2ccccc2-c2cccc(OC)c2)[C@@H]1C#N |
| 0.326 | OC[C@@H]1[C@H](c2ccc(-c3ccc(F)cc3)cc2)[C@@H]2CN(CCC(F)(F)F)CCCCN12 |
| -0.787 | N#C[C@@H]1[C@H](c2ccccc2)[C@H](CO)N1C(=O)c1cc(Cl)cc(Cl)c1 |
| 1.2 | CCC(=O)N(C[C@@H]1N[C@H](CO)[C@@H]1c1ccc(C#C[C@@H](C)O)cc1)C1CCCCC1 |
| 0.524 | C[C@@H]1CN([C@H](C)CO)C(=O)c2cc(NC(=O)c3ccncc3)ccc2O[C@@H](C)CCCCO[C@H]1CN(C)Cc1ccc(Cl)c(Cl)c1 |
| 0.265 | O=C(c1cnccn1)N1CC(=O)N2[C@H](CO)[C@@H](c3ccc(C4=CCCCC4)cc3)[C@H]2C1 |
| -0.035 | CCCNC(=O)N1CC2(C1)[C@@H](c1ccccc1)[C@H](CO)N2CC1CCOCC1 |
| -0.273 | CO[C@@H](C(=O)N(C)C[C@@H]1OCc2ccccc2-c2ccccc2C(=O)N([C@@H](C)CO)C[C@@H]1C)c1ccccc1 |
| 0.453 | COc1ccc(NC(=O)N2C[C@H](O)COC[C@@H]3O[C@H](CC(=O)N4CCCCC4)CC[C@H]32)cc1 |
| -0.307 | O=C(C[C@@H]1CC[C@@H]2[C@H](COC[C@@H](O)CN2C(=O)Nc2ccccc2)O1)NCc1ccccc1F |
| -0.965 | O=C(c1cccnc1)N1CC(=O)N2[C@H](CO)[C@H](c3ccc(-c4ccccc4F)cc3)[C@H]2C1 |
| -2.41 | N#C[C@H]1[C@H](c2ccc(C#Cc3ccccc3F)cc2)[C@H](CO)N1C(=O)c1cccnc1 |
| 0.073 | C/C=C/c1ccc([C@@H]2[C@H]3CN(C(=O)Cc4cccnc4)CC(=O)N3[C@H]2CO)cc1 |
| -15.8* | CCS(=O)(=O)N1CC(=O)N2[C@H](CO)[C@@H](c3ccc(-c4ccccc4C)cc3)[C@@H]2C1 |

Entries listed so far that bear a hit mark in IDE exosite inh:
| IDE exosite inh | SMILES |
| --- | --- |
| -8.38* | COCC(=O)N1CCCCN2[C@H](CO)[C@H](c3ccc(C#Cc4ccccc4)cc3)[C@@H]2C1 |
| -3.66* | N#C[C@H]1[C@@H](c2ccc(C#Cc3ccccc3F)cc2)[C@@H](CO)N1C(=O)C1CCOCC1 |
| -15.8* | CCS(=O)(=O)N1CC(=O)N2[C@H](CO)[C@@H](c3ccc(-c4ccccc4C)cc3)[C@@H]2C1 |

Continuation.
| IDE exosite inh | SMILES |
| --- | --- |
| 0.305 | Cc1noc(C)c1S(=O)(=O)Nc1ccc2c(c1)C(=O)N([C@H](C)CO)C[C@H](C)[C@H](CN(C)Cc1ccc(C(=O)O)cc1)OCCCC[C@@H](C)O2 |
| -0.924 | COCC(=O)N1CC(=O)N2[C@@H](CO)[C@H](c3ccc(C#CC4CCCCC4)cc3)[C@@H]2C1 |
| -1.46 | COc1ccccc1-c1ccc([C@@H]2[C@H](C#N)N(C(=O)C3CCC3)[C@H]2CO)cc1 |
| 1.73 | CCCC#Cc1ccc([C@@H]2[C@@H](C#N)N(S(=O)(=O)c3cccc(F)c3)[C@H]2CO)cc1 |
| 0.268 | CCS(=O)(=O)Nc1ccc2c(c1)C(=O)N(C)[C@H]1CC[C@H](CC(=O)NCc3ccc(OC)cc3)O[C@@H]1CO2 |
| 1.1&1.46 | C/C=C/c1ccc(C2[C@H]3CNC[C@@H]2N3C(=O)Nc2ccc(C(F)(F)F)cc2)cc1 (some centres undefined) |
| 2.93 | COCC#Cc1ccc([C@H]2[C@H](CO)N3CCCCN(S(=O)(=O)c4ccccc4C)C[C@@H]23)cc1 |
| 1.16 | CC[C@H]1CC=CC[C@H](C)Oc2ccccc2C(=O)N(C)[C@@H](C)C(=O)N1 (mixture of isomers) |
| -0.00429 | COCC(=O)N1[C@H](CO)[C@@H]2c3ccccc3NC[C@@H]21 |
| -0.361 | CO[C@H](C(=O)N(C)C[C@H]1OCc2ccccc2-c2ccccc2C(=O)N([C@H](C)CO)C[C@H]1C)c1ccccc1 |
| 0.354 | C/C=C/c1ccc([C@H]2[C@@H](CO)N(C(=O)NC(C)C)[C@@H]2CNC(C)=O)cc1 |
| -1.89 | Cc1ccc(S(=O)(=O)Nc2ccc3c(c2)C(=O)N(C)[C@H]2CC[C@H](CC(=O)NCCc4ccncc4)O[C@H]2CO3)cc1 |

Molecules shown so far that contain a CF3 group:
| IDE exosite inh | SMILES |
| --- | --- |
| 2.74 | O=C(CC(F)(F)F)N1C[C@@H]2[C@H](c3ccccc31)[C@H](CO)N2C(=O)C1CCCCC1 |
| 0.801 | CN1C(=O)c2cc(NS(=O)(=O)CC(F)(F)F)ccc2OC[C@H]2O[C@@H](CC(=O)NCc3ccc(Cl)c(Cl)c3)CC[C@@H]21 |
| 1.16 | Cc1noc(C)c1NC(=O)N(C)C[C@@H]1OCCCC[C@@H](C)Oc2ccc(NC(=O)Nc3ccc(C(F)(F)F)cc3)cc2C(=O)N([C@H](C)CO)C[C@H]1C |
| 0.326 | OC[C@@H]1[C@H](c2ccc(-c3ccc(F)cc3)cc2)[C@@H]2CN(CCC(F)(F)F)CCCCN12 |
| 1.1&1.46 | C/C=C/c1ccc(C2[C@H]3CNC[C@@H]2N3C(=O)Nc2ccc(C(F)(F)F)cc2)cc1 (some centres undefined) |
